STEP block: STEP phosphatase inhibitors, primary screen, biochemical, fluorescence intensity, uHTS; Tyrosine-protein phosphatase non-receptor type 5 (Homo sapiens), P54829; recombinant STEP, OMFP fluorogenic substrate; inhibition, % at 20 µM; 360,000 compounds, 0.25% hits;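 active = inhibition at 20 µM, scaled per plate between control wells, above about 37%, limit read from the data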;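 note: 0% = DMSO with enzyme and substrate and 100% = substrate only without enzyme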
Target sequence (P54829 whole entry, looked up): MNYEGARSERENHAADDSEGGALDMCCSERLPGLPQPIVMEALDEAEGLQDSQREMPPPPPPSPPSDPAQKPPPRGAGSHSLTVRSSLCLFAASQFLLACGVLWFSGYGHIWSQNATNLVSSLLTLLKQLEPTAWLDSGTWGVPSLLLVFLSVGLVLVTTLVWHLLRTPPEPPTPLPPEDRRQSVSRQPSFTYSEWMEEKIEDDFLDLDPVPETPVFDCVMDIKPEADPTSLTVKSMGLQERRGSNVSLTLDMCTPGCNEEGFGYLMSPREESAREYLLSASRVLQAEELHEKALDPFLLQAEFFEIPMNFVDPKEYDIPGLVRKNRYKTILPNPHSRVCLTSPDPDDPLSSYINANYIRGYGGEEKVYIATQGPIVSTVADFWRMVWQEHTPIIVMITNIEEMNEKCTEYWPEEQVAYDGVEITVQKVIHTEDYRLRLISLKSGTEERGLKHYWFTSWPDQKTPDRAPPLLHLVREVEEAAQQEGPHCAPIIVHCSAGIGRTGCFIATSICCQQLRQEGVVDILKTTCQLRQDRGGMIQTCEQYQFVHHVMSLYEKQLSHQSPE
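Assay system: isolated STEP enzyme. Buffer or medium: pH 6.0 Bis-Tris with DTT and Tween 20. Also added: fluorogenic phosphatase substrate OMFP at 25 µM final. Dosing: 20 µM, 1% DMSO. Timing: 20 min reaction, room temperature, in the dark. Measured by: fluorescence intensity, excitation 480 nm, emission 540 nm. Evaluation: normalized % inhibition.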
LMPTP block: LMPTP phosphatase inhibitors, primary screen, biochemical, fluorescence intensity, uHTS; Low molecular weight phosphotyrosine protein phosphatase (Homo sapiens), P24666; recombinant LMPTP-A, OMFP fluorogenic substrate; inhibition, % at 20 µM; 360,000 compounds, 0.22% hits; AID 651560, 2012;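 active = compounds that cut the enzyme signal by at least half of the control window in the single-dose screen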;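 note: plate controls were DMSO wells with enzyme plus substrate for no effect and substrate without enzyme for full effect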
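Test system: LMPTP-A, protein tyrosine phosphatase of low molecular weight; Input: 0.625 nM enzyme; Incubation: 50 min dark incubation at room temperature; Signal: endpoint fluorescence intensity from OMFP dephosphorylation; Read-out basis: % inhibition versus control wells.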
Rpn11 block: Rpn11 (PSMD14) deubiquitinase inhibitors, primary screen, biochemical, fluorescence polarization, uHTS; 26S proteasome non-ATPase regulatory subunit 14 (Homo sapiens), O00487; human 26S proteasome, Ub4-pepOG fluorescence polarization; 20S core pre-blocked with epoxomicin; calls only at 20 µM; 360,000 compounds, 0.59% hits; AID 588493, 2011;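 active = inhibition at 20 µM, scaled to each plate's controls, above about 33%, limit read from the data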
Target sequence (O00487 whole entry, looked up): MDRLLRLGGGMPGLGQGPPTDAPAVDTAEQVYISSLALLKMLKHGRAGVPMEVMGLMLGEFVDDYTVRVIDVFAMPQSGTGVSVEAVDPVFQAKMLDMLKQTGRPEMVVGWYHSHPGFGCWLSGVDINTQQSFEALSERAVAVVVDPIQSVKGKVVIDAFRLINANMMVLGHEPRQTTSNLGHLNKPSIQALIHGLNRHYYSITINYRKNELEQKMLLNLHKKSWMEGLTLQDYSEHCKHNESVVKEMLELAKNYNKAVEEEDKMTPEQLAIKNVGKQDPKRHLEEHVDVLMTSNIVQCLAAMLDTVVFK
CSN deneddyl inh: inhibitors of CSN-mediated cullin deneddylation, primary screen, biochemical, fluorescence polarization, uHTS | COP9 signalosome complex subunit 5 (Homo sapiens), Q92905 | Purified CSN, SCF-Nedd8-OG deneddylation | inhibition, % at 12.5 µM | 360,000 compounds, 0.38% hits | AID 651999, 2013;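 active = pattern-corrected inhibition above about 35%, with an unprinted fluorescence ratio check between 0.5 and 1.5, limit read from the data, passing the limit was not always enough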;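 note: 0% = enzyme with substrate and 100% = substrate without enzyme; some results filed as inactive read as strong as hits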
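test system = HEK293T-derived human Csn5 enzyme | amount = 0.24 nM Csn5 enzyme, final concentration | medium = Tris/NaCl/DTT buffer, pH 7.5 | schedule = 90 min reaction at room temperature | signal = FP | evaluation = inhibition of Csn5 cleavage, % | compound dosing = single dose of 12.5 µM compound with 0.25% DMSO | probe or stimulus = 10 nM SCFSkp2-Nedd8OG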
MsrA inhibitor: bovine MsrA enzyme inhibitors, primary screen, biochemical, absorbance, HTS | Methionine sulfoxide reductase A (Bos taurus) | purified bovine MsrA, absorbance read-out | inhibition, % at 15.5 µM | 360,000 compounds, 0.75% hits; in the data active = inhibition above about 4.5%;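 note: 0% = vehicle wells with enzyme and 100% = reference inhibitor wells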
NadD inh: inhibitors of S. aureus NadD, primary screen, biochemical, colorimetric, uHTS; Nicotinate-nucleotide adenylyltransferase NadD (Staphylococcus aureus N315); purified NadD enzyme, colorimetric absorbance read-out; inhibition, % at 20 µM; 360,000 compounds, 0.78% hits; in the data active = inhibition above about 26%; note: some compounds past the cut are filed as inactive
Scp1 inh: Scp-1 phosphatase inhibitors, primary screen, biochemical, colorimetric, uHTS. Carboxy-terminal domain RNA polymerase II polypeptide A small phosphatase 1 (Homo …. 340,000 compounds, 0.88% hits. inhibition, % at 20 µM. Recombinant Scp1, phosphopeptide, malachite green phosphate absorbance;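 active = inhibition above about 50% at 20 µM, limit read from the data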;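 note: plate controls were DMSO wells with enzyme for no effect and wells lacking enzyme for full effect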
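Test system: SCP-1 phosphatase catalytic domain, residues 76-261 | Compound dosing: One concentration, 20 µM, with 1.0% DMSO | Schedule: 45 min room-temperature reaction, 5 min colour, 30 min stabiliser | Detection: Absorbance at 630 nm | Read-out basis: % inhibition of SCP-1 phosphate liberation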
SUMO1 PPI mod: modulators of SUMO1 protein-protein interactions, primary screen, biochemical, uHTS | Small ubiquitin-related modifier 1 (Homo sapiens), P63165 | SUMO1 binding to a labelled peptide, TR-FRET, 1 h | inhibition, % at 20 µM | 360,000 compounds, 0.33% hits; in the data active = inhibition above about 37%
Target sequence (P63165 whole entry, looked up): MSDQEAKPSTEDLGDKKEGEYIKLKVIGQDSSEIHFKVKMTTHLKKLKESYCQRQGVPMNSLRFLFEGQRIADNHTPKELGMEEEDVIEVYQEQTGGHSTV
DNMT1 block: human DNMT1 methyltransferase inhibitors, primary screen, biochemical, molecular beacon, fluorescence, HinP1I cleavage, uHTS; DNA (cytosine-5)-methyltransferase 1 (Homo sapiens), P26358; inhibition (reported as % activation of signal), % at 10 µM; 360,000 compounds, 0.83% hits; AID 588458, 2011; in the data active = inhibition above about 50%
TbMetRS inhib: T. brucei MetRS inhibitors, primary screen, biochemical, luminescence; methionyl-tRNA synthetase (Trypanosoma brucei brucei); purified T. brucei MetRS, ATP depletion, Kinase-Glo luminescence; inhibition, % at 11.9 µM; 360,000 compounds, 0.4% hits; AID 624268, 2012;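 active = inhibition above a per-plate cutoff of the control wells' mean inhibition plus 3 SD, cut at about 5.5% in these data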;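 note: 0% = DMSO wells median and 100% = median of wells with control inhibitor compound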
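Assay system: T. brucei methionyl-tRNA synthetase, purified | Medium: HEPES buffer with MgCl2, KCl, DTT, spermine, BSA, pyrophosphatase | Compound: 11.9 µM single point | Incubation: 15 min enzyme-compound preincubation, 2 h reaction, 10 min detection, 25 °C | Measured by: Kinase-Glo luciferase luminescence reporting remaining unconsumed ATP | Measure: % inhibition normalized to control-well medians | Replication: Singlicate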
* = called active by the depositor; i = inactive; nt = no result given.

Screens in order – STEP block, LMPTP block, Rpn11 block, CSN deneddyl inh, MsrA inhibitor, NadD inh, Scp1 inh, SUMO1 PPI mod, DNMT1 block, TbMetRS inhib
> Cc1cc(C(F)(F)F)nn2cnnc12
    0, -0.9, i, 3, -0.1, 3, -1, -4, 2, -0.5
> O=C(/C=C/c1ccc(OCCCF)cc1)N1CCOCC1
    -3, -0.9, i, 2, 1.2, 0, -4, -6, 0, 1.0
> COc1ccccc1/C=N/NC(=O)CNC(=O)c1ccc(S(=O)(=O)N2CCCC2)cc1
    2, -1.0, i, -1, 0.2, 1, -3, -5, -2, 0.1
> CCCCCC(=O)NC(=S)Nc1ccc(N2CCCCC2)c(Cl)c1
    2, 0.3, i, 2, 0.6, 5, 18, 16, 3, -1.1
> Cc1ccc(NCC(=O)N=Nc2c(O)n(C)c3ccccc23)cc1
    1, 0.9, i, 1, 0.5, 1, -5, -15, -1, -0.8
> Brc1ccc(-c2nnc3c4ccccc4nc(N4CCOCC4)n23)cc1
    -1, -1.5, i, 3, 0.9, 0, -11, -2, 3, -2.1
> COc1cccc(NC(=O)C2CCN(S(=O)(=O)c3ccc4c(c3)OCCO4)CC2)c1
    -3, 0.0, i, 1, -0.1, -6, -9, 0, -3, 0.5
> Cc1ccc(N(C(=O)c2ccc3c(c2)OCO3)C2C=CS(=O)(=O)C2)cc1 (stereo not drawn)
    1, -0.6, i, 1, 0.0, -6, -7, -4, 0, -0.7
> CCOC(=O)Cc1csc(NC(=O)COc2ccc(OC)cc2)n1
    -1, 0.1, i, -2, -0.5, 3, -9, 2, 3, -0.1
> COc1ccc(NC(=O)c2ccco2)cc1N
    -2, -0.8, i, -2, 0.1, 3, -5, 1, -2, -0.9
> CCc1ccc(NC(=O)C/C(C)=N/NC(=O)OCc2ccc(OC)cc2)cc1
    -2, -0.7, i, 0, 0.2, -4, -9, 1, -2, -0.7
> CCN(CC)CCn1c(=S)[nH]c2cc(C(=O)NCc3ccc(C)cc3)ccc2c1=O
    1, -0.1, i, 1, -0.2, -3, -3, -6, 2, 0.0
> Cc1ccc(C)c(/C(O)=C2\C(=O)C(=O)N(Cc3cccnc3)C2c2cccnc2)c1 (stereo not drawn)
    -1, -1.4, i, 1, 4.8*, 6, -7, -7, 0, -0.3
> Nc1c(C(=O)NCC2CCCO2)c2nc3ccccc3nc2n1/N=C/c1ccncc1 (stereo not drawn)
    2, 0.6, i, 2, 1.7, -17, -8, 21, -1, -0.8
> Cc1cc(C)c(S(=O)(=O)NCC(=O)NCc2cc(=O)n(C)c(=O)n2C)c(C)c1
    -2, -0.6, i, 2, 0.9, -2, 5, 1, 2, -0.6
> CC(=O)N(CC1CCCO1)c1nnc(-c2cnccn2)s1 (stereo not drawn)
    -5, -1.6, i, 2, 1.4, 0, 0, -7, -5, -0.4
> CCN(C(=O)COC(=O)c1cc(S(=O)(=O)Nc2c(C)n(C)n(-c3ccccc3)c2=O)ccc1Cl)C1CCCCC1
    1, -1.8, i, -13, 0.2, 9, -4, -2, -1, -0.8
> COCCNC(=O)Cn1c(=O)n(Cc2ccc(C(=O)NCc3ccco3)cc2)c(=O)c2ccccc21
    0, -0.8, i, 2, 0.7, -1, -11, 0, 0, 0.3
> CCN(CC)c1nc(OC)nc(-n2nnc(C(C)=O)c2C)n1
    -2, 0.2, i, 3, 0.0, 0, -6, -1, 0, 0.0
> CCC[C@@H](CN1CCC[C@H]1CN1C(N)=NC[C@H]1C(C)C)N1C[C@@H]([C@H](C)CC)N(CCCC2CCCC2)C1=N
    -3, 1.0, i, 2, -1.2, 3, 4, -15, 7, -1.0
> O=C(Nc1cnn(Cc2ccccc2)c1)NC12CC3CC(CC(C3)C1)C2
    0, 1.1, i, -4, -0.3, 0, -3, 5, -11, 0.2
> COc1ccc2c(c1OC)C(=O)OC2Nc1nc(-c2ccc([N+](=O)[O-])cc2)cs1 (stereo not drawn)
    -1, -0.6, i, -4, 1.6, 3, -8, -32, -7, -0.2
> CCOc1ccc(-n2nnnc2SCC(=O)Nc2cccc(O)c2)cc1
    2, -1.0, i, 3, 1.4, -6, -2, 6, -5, -0.2
> NS(=O)(=O)c1ccc(CCNC(=O)CCCC2=NS(=O)(=O)c3ccccc3N2)cc1
    0, -0.9, i, 0, 0.6, -1, 3, 1, 11, 1.0
> COc1ccccc1-c1csc(C(NC(C)=O)c2ccccc2)n1 (stereo not drawn)
    0, -1.0, i, 4, 0.7, 2, nt, -6, -3, -0.2
> COC(=O)c1cc(C(=O)OCC(=O)NC(=O)c2ccccc2)cc([N+](=O)[O-])c1
    -2, -0.9, i, 1, -0.7, -7, -7, -38, 4, -0.4
> CN(C)C(CNC(=O)CNC(=O)Cc1cccc2ccccc12)c1ccccc1 (stereo not drawn)
    1, -0.1, i, -5, 2.9, -5, -3, 0, -2, -0.4
> O=C(c1ccccc1)N1CCN(C(=O)c2ccc(OC(F)(F)F)cc2)CC1
    0, -3.3, i, -4, 1.1, 3, -6, -3, 4, -0.3
> O=C(CCNC(=O)Cn1ccc2ccccc2c1=O)NCCc1ccc(Cl)cc1
    4, -2.3, i, 0, -1.3, 0, -11, -1, 0, 0.5
> O=C(NNC(=O)C1C2CCCCC21)c1coc(=O)c(Br)c1 (stereo not drawn)
    4, -0.9, i, 7, 1.1, -2, 15, -11, 7, -0.2
> CS(=O)(=O)c1nc(-c2ccccc2)cc(-c2ccccc2)c1C#N
    3, 0.8, i, -1, nt, -3, -4, 2, 5, 0.3
> NCCCn1c(C(=O)c2ccc(Cl)cc2)c2ccc([N+](=O)[O-])cc2[n+]1[O-]
    -1, -1.5, i, -1, 0.5, 17, 6, -67, -16, -0.1
> Cc1cc(NC(=O)c2ccc3c(c2)C(=O)N(CCC(C)C)C3=O)no1
    -3, -1.2, i, -6, 1.5, -4, 3, -3, 29, -0.4
> CC(NCC(O)COCc1cccs1)C1CC2CCC1C2 (stereo not drawn)
    2, -0.9, i, -2, 0.6, -3, -3, 4, 1, 0.4
> O=C(Nc1ccc(Cl)cc1)C1C2C=CC3(O2)C1C(=O)N(CCN1CCCCC1)C3C(=O)NC1CCCCC1 (stereo not drawn)
    -3, -1.8, i, -8, -0.2, -8, -13, 3, -1, -1.0
> O=C(CSc1nc(-c2ccco2)cc(C(F)(F)F)n1)Nc1ccc(C(=O)N2CCCCC2)cc1
    0, 0.7, i, 3, -0.6, 10, -19, -1, -6, 0.5
> CC(C)c1onc(C(=O)NC(C)c2ccccc2)c1[N+](=O)[O-] (stereo not drawn)
    2, -0.4, i, -1, -0.1, 1, -3, -4, 92*, 0.8
> CCN(CC)CCNC(=O)c1cc2cc(Br)ccc2s1
    0, -2.2, i, 1, 0.7, -12, -5, -8, 2, -0.2
> CCOC(=O)C1CCN(C(=O)CCCn2nc(C)c3c(C)n(-c4ccc(C)cc4)nc3c2=O)CC1
    -1, -0.9, i, -5, 0.3, -2, -3, 4, 1, -0.1
> CCOC(=O)C1CCN(c2cc(=O)n(-c3ccc(OC)cc3)c(=O)[nH]2)CC1
    -4, -0.5, i, 2, -0.6, -2, -6, 5, 3, 0.0
> CN(C)S(=O)(=O)c1cccc(C(=O)N(Cc2ccc(F)cc2)Cc2ccco2)c1
    -4, 0.7, i, -1, 0.3, -3, -2, -1, -2, -0.6
> CSc1cccc(NC(=O)C2CCCN(S(C)(=O)=O)C2)c1 (stereo not drawn)
    -2, -1.3, i, 3, -1.0, -8, nt, 3, 1, -0.2
> CCCn1c(C)cc(C(=O)COC(=O)c2ccc[nH]c2=O)c1C
    -2, -2.3, i, -1, 0.5, -1, 0, 2, 3, -0.1
> CC(C)CC(NC(=O)C1CCC(C)CC1)C(=O)NCCN1CCOCC1 (stereo not drawn)
    0, -0.5, i, 3, -0.5, -4, -5, -2, 3, 0.4

Entries shown so far with a thiophene ring, fused or not:
Screens in order – STEP block, LMPTP block, Rpn11 block, CSN deneddyl inh, MsrA inhibitor, NadD inh, Scp1 inh, SUMO1 PPI mod, DNMT1 block, TbMetRS inhib
> CC(NCC(O)COCc1cccs1)C1CC2CCC1C2 (stereo not drawn)
    2, -0.9, i, -2, 0.6, -3, -3, 4, 1, 0.4
> CCN(CC)CCNC(=O)c1cc2cc(Br)ccc2s1
    0, -2.2, i, 1, 0.7, -12, -5, -8, 2, -0.2
